PAFAH2 FP inh = inhibitors of human PAFAH2; Q99487; recombinant PAFAH2, FP-rhodamine activity probe, fluorescence polarization; inhibition, % at 3.39 µM; 340,000 tested, 0.99% active;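 active = inhibition above the mean over all tested compounds plus 3 SD, cut at about 30% in these data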;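 note: inhibitors block probe labeling of enzyme so polarization drops; 0% = enzyme with DMSO and 100% = wells lacking PAFAH2 protein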
TPT1 inh = blocks Candida albicans tRNA 2'-phosphotransferase | 300,000 tested, 0.81% active | AID 1962 | recombinant caTPT1, FP RNA substrate dephosphorylation | inhibition, % at 5 µM;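 active = inhibition above the mean of all tested compounds plus 3 SD, set per screening campaign, cut at about 24% in these data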;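 note: plate controls were DMSO alone for no effect and ferristatin control at 100 nM for full effect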
procasp7 counter = counter-screen for procaspase-3 activators: activators of human procaspase-7; AID 463210; 330,000 tested, 0.093% active; recombinant procaspase-7, Ac-DEVD-pNA absorbance 405 nm; D23A/D198A/D206A triple mutant, cannot self-cleave; scale: DMSO 0, 5 µM enzyme 100; P55210; activation, % at 8.5 µM;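 active = percent activation above the screen-wide mean plus 3 SD, cut at about 25% in these data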
Target sequence (P55210 whole entry D23A/D198A/D206A): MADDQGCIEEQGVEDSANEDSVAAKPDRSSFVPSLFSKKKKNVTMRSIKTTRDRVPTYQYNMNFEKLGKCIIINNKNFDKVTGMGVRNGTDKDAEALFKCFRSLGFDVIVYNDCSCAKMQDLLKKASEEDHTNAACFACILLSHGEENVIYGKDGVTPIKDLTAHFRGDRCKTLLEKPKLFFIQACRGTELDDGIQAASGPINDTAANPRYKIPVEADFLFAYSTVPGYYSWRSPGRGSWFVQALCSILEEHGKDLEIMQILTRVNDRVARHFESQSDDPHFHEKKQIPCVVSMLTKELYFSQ
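Test system: Procaspase-7 triple mutant (PC-7 D3A). Also added: Ac-DEVD-pNA substrate, 400 µM as added. Schedule: 1 h enzyme–compound preincubation and 2 h substrate reaction, both 25 °C. Signal: p-Nitroaniline absorbance at 405 nm, read at 0 and 120 min. Control set: low DMSO alone, high DMSO plus 5 µM PC-7.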
HCV core dimer = blocks dimerization of HCV core protein; TR-FRET GST/Flag-core106 dimerization, 1536-well; inhibition, % at 5 µM; 300,000 tested, 0.33% active;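 active = inhibition above the mean of all tested compounds plus 3 SD, set per screening campaign, cut at about 45% in these data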
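System: GST-tagged and Flag-tagged HCV core protein residues 1-106 / Input: core106 proteins, GST 13.5 nM and Flag 17 nM / Buffer or medium: KF-containing HEPES buffer, pH 7.45, DTT, CHAPS, BSA / Probe or stimulus: Eu-anti-GST and XL665-anti-Flag labelled anti-tag antibodies / Schedule: 4 h, 22.5 °C incubation / Technique: TR-FRET 671 and 617 nm emission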
procasp3 activ = activators of human procaspase-3 | P42574 | recombinant procaspase-3 D3A, Ac-DEVD-pNA absorbance 405 nm | activation, % at 8.5 µM | 330,000 tested, 0.11% active;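 active = activation above the mean of all tested compounds plus 3 SD, cut at about 21% in these data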;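 note: 0% = DMSO alone and 100% = DMSO wells spiked with extra 5 µM PC-3 D3A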
Target sequence (P42574 whole entry D9A/D28A/D175A): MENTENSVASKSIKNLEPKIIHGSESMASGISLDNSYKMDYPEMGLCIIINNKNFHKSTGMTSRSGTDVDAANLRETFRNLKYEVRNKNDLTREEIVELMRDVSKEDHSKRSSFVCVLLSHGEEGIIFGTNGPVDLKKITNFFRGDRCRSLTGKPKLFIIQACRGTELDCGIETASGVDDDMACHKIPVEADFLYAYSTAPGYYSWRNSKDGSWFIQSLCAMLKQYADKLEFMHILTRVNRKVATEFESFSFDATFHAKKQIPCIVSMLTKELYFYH
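material = Procaspase-3 D3A mutant | probe or stimulus = Ac-DEVD-pNA | compound = single dose, 8.5 µM nominal compound, 0.8% DMSO | timing = 1 h preincubation, 2 h reaction | measured by = 405 nm absorbance of p-nitroaniline, reads at 0 and 120 min | benchmarks = DMSO-only low control, 5 µM PC-3 D3A high control | repeats = singlicate, each compound tested once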
Fh CTSL1 inh = counter-screen for PFM18AAP inhibitors: inhibitors of F. hepatica cathepsin L1 | 300,000 tested, 0.49% active | recombinant F. hepatica cathepsin L1, Z-Leu-Arg-MCA fluorescence | inhibition, % at 5.96 µM;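 active = inhibition above the mean of all tested compounds plus 3 SD, set per screening campaign, cut at about 17% in these data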;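 note: 0% = plate median of test compound wells and 100% = 1 µM Z-Phe-Ala-diazomethylketone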
PP5 inh = blocks human protein phosphatase 5 activity. 320,000 tested, 0.18% active. inhibition, % at 6.7 µM. P53041. purified PP5c, OMFP substrate fluorescence;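 active = inhibition above the campaign's mean inhibition across all tested compounds plus 3 SD, cut at about 9.5% in these data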;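 note: 0% = DMSO only and 100% = 100 µM cantharidin control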
AHR act = human AHR activation | P35869 | AHR-responsive luciferase reporter cells, luminescence | activation, % at 5 µM | 320,000 tested, 2.5% active | AID 2796; in the data active = activation above about 47%;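 note: 0% = vehicle wells and 100% = reference agonist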
PP1 counter = counter-screen for PP5 inhibitors: inhibitors of human PP1-alpha; P62136; purified PP1alpha, OMFP fluorescence; inhibition, % at 6.7 µM; 320,000 tested, 0.9% active; AID 2235;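 active = inhibition above the mean inhibition of all tested compounds plus 3 SD, computed separately for each screening campaign, cut at about 15% in these data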
Target sequence (P62136 whole entry, looked up): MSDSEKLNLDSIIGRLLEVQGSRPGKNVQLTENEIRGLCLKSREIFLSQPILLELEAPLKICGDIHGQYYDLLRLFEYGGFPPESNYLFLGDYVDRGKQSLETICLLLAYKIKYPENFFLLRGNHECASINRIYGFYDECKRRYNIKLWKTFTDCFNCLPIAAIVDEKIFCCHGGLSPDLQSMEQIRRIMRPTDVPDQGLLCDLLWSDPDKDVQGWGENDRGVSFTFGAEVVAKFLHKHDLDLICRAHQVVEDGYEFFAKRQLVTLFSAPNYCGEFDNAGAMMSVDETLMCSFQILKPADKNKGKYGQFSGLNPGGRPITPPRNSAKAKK
Active calls of the source: *; . = not tested or not shown.

The line under a structure holds: PAFAH2 FP inh, TPT1 inh, procasp7 counter, HCV core dimer, procasp3 activ, Fh CTSL1 inh, PP5 inh, AHR act, PP1 counter
1) Cc1cc(NC(=O)c2cccnc2)ccc1Br
    14.1, -2.2, 0.6, -2.8, -2.9, -1.8, 6.5, 14.1, 1.5
2) COc1cccc(-c2cc(C(=O)NCc3ccco3)no2)c1
    4.3, -5.8, 1.4, 0.4, 10.6, -2.3, 3.0, -5.7, -1.2
3) C=CCOC(=O)C1=C(C)NC(C)=C(C(=O)OCC=C)C1c1ccc(O)cc1
    3.8, -0.1, 4.9, 3.2, 6.0, -2.8, 1.7, 12.7, -3.0
4) CCOc1ccc(-n2c(SCc3ccc(C#N)cc3)nnc2-c2cccnc2)cc1
    0.0, -0.1, -2.2, 0.7, -1.6, -5.5, -0.9, -0.6, 2.4
5) O=C(COC(=O)c1ccc(CO)cc1)NCc1cccs1
    42.6*, 3.0, -11.1, -5.5, -1.5, -2.9, -1.4, 0.1, 5.5
6) Cc1ccc(/C=C/C(=O)NCCc2c[nH]c3ccccc23)o1
    9.6, -0.4, 4.3, 0.6, 10.3, 6.0, 0.4, 0.3, -2.8
7) COc1ccc(Nc2ncnc3c2cnn3Cc2ccccc2)cc1
    -4.1, -0.5, -1.7, -1.8, 5.7, 2.4, 3.1, 19.6, -0.2
8) COc1cc(OC)cc(-c2cc3nc(C)c(CCC(=O)O)c(=O)n3[nH]2)c1
    -1.2, 1.7, -2.9, 6.3, 0.4, -0.6, 2.3, -0.1, 0.6
9) COc1ccc(-c2noc(-c3ccccc3C(=O)N3CCOCC3)n2)cc1
    -5.8, -2.3, -1.4, -5.2, 7.3, 0.1, 3.3, 2.1, -0.1
10) C=CCc1ccccc1OCCOc1ccc([N+](=O)[O-])cc1/C=N/NC(N)=O
    1.4, -0.7, -6.3, -5.7, 7.0, 5.2, 2.0, 111.1*, 7.3

Five entries from above, with one line to a screen.
#1 Cc1cc(NC(=O)c2cccnc2)ccc1Br
#2 COc1cccc(-c2cc(C(=O)NCc3ccco3)no2)c1
#3 C=CCOC(=O)C1=C(C)NC(C)=C(C(=O)OCC=C)C1c1ccc(O)cc1
#4 CCOc1ccc(-n2c(SCc3ccc(C#N)cc3)nnc2-c2cccnc2)cc1
#5 O=C(COC(=O)c1ccc(CO)cc1)NCc1cccs1
assay / entry,1,2,3,4,5
PAFAH2 FP inh,14.1,4.3,3.8,0.0,42.6*
TPT1 inh,-2.2,-5.8,-0.1,-0.1,3.0
procasp7 counter,0.6,1.4,4.9,-2.2,-11.1
HCV core dimer,-2.8,0.4,3.2,0.7,-5.5
procasp3 activ,-2.9,10.6,6.0,-1.6,-1.5
Fh CTSL1 inh,-1.8,-2.3,-2.8,-5.5,-2.9
PP5 inh,6.5,3.0,1.7,-0.9,-1.4
AHR act,14.1,-5.7,12.7,-0.6,0.1
PP1 counter,1.5,-1.2,-3.0,2.4,5.5

(list continues)
The line under a structure holds: PAFAH2 FP inh, TPT1 inh, procasp7 counter, HCV core dimer, procasp3 activ, Fh CTSL1 inh, PP5 inh, AHR act, PP1 counter
11) CCOc1ccc(OCC(O)CNC2CCN(Cc3ccccc3)CC2)cc1 (configuration not stated)
    -1.9, -2.0, 5.5, -14.1, 14.5, -3.1, 1.1, 1.6, -3.4
12) CCOP(=O)(OCC)C(Nc1ccccc1)c1ccc2c(c1)OCO2 (configuration not stated)
    3.7, -2.2, 5.9, -1.6, 1.3, -2.7, -1.1, 0.9, -1.5
13) Cc1ccccc1CCN(CC(=O)NC1CCCCC1)C(=O)c1csnn1
    4.2, -1.4, 3.8, 3.0, -1.7, -1.5, 0.8, -0.7, 1.4
14) Clc1ccsc1-c1ccnc(-n2cccc2)n1
    1.0, -3.6, -6.8, -9.5, 6.7, -2.0, 1.2, 57.4*, 1.9
15) Cc1ccc(/C=C/C(=O)N2CCCC(C(N)=O)C2)o1 (configuration not stated)
    -2.7, 0.6, 3.1, -0.5, -7.6, -0.5, -2.8, -2.0, -6.5
16) COCC(C)N=C1NN=C(c2ccc(NC(C)=O)cc2)CS1 (configuration not stated)
    -3.9, -2.1, -13.4, -5.7, -6.4, 3.8, -3.3, 3.7, -2.3
17) O=C(CN1CCOCC1)N1CCN(c2nnc(-c3ccccc3)c3ccccc23)CC1
    -3.5, -1.1, -5.7, -0.2, 7.6, 5.5, -1.1, -0.1, -2.7
18) COc1ccccc1CNC(=O)c1ccccc1NC(=O)C1=C(C)OCCS1
    -0.2, -2.2, -7.8, -7.1, 3.5, 0.0, 3.0, 13.7, 0.5
19) C=CCSc1nc(O)c(C2OC(=O)c3c2ccc(OC)c3OC)c(=O)n1-c1ccccc1 (configuration not stated)
    -0.3, 5.1, -4.2, 5.9, -1.7, -3.7, -2.2, 0.2, 0.3
20) C/C(=N\NC(=O)C1CC1c1ccccc1)c1cccs1 (configuration not stated)
    9.2, -3.0, 0.3, -1.1, 6.8, 1.7, -1.3, -1.7, 0.1
21) O=C(COC(=O)c1cc[n+]([O-])cc1)Nc1ccccc1Sc1ccccc1
    -1.4, 0.1, 7.7, 4.0, -6.0, -0.9, -0.9, 0.7, 1.1
22) Cc1oc2cc3oc(=O)c(CCC(=O)NCCCN4CCCC4=O)c(C)c3cc2c1C
    11.2, 4.1, 5.7, -5.1, 3.1, 4.9, -0.9, -1.9, -2.5
23) Cc1cc(=O)oc(C)c1C(=O)NCCc1ccc(F)cc1
    7.2, -4.5, 0.7, -1.6, -5.3, 4.3, -1.8, -2.1, -3.6
24) CCCCNC(=O)NNC(=O)C1CC1(c1ccccc1)c1ccccc1 (configuration not stated)
    7.5, 2.5, -2.6, 6.1, 3.2, -0.6, 0.8, 2.1, -2.0
25) O=C(NC1CCCC1)C1c2ccccc2C(=O)N1C1CCCCC1 (configuration not stated)
    1.3, 1.4, -5.7, 2.2, -2.8, -2.5, 1.1, -3.7, -6.2
26) CC1=NN(C(C#N)c2ccccc2C)C(c2ccccc2)C1 (configuration not stated)
    1.7, -1.5, -4.3, -5.7, 3.6, 7.8, -3.8, 2.6, -5.7
27) CC(C)(C)OC(=O)C[C@@H]1C/C=C\C[C@@H](CC(=O)N(CCO)Cc2ccccc2)C(=O)NC[C@@H](c2ccccc2)OC1=O
    -1.4, ., 10.7, ., 3.2, ., ., 0.7, .
28) O=c1ccccn1Cc1c(Cl)cccc1Cl
    1.0, -1.5, 8.9, -2.1, -8.0, -2.8, 2.1, 2.2, -0.7
29) CC(C)(C)c1cc[n+](/C(C(=S)Nc2ccccc2F)=C(/[O-])c2ccc3c(c2)OCCO3)cc1
    -3.8, 2.4, -19.2, 22.8, -8.8, 0.4, -2.2, 8.3, -1.6
30) Cc1nc2ccccn2c1C(=O)N/N=C/c1cc(C)n(-c2ccc(Cl)cc2)c1C
    3.6, 2.5, -6.8, 2.8, -9.2, 1.1, 1.5, 9.7, 0.8
31) CCOC(=O)C1=C(C)N(C)C(=S)NC1c1cccc(Cl)c1Cl (configuration not stated)
    0.0, 2.4, -5.8, 3.6, 1.4, -0.2, 3.6, 1.4, 6.1
32) O=[N+]([O-])c1cc(S(=O)(=O)C(F)(F)F)ccc1NCC1CCCO1 (configuration not stated)
    13.9, -2.5, -4.8, -3.2, 1.6, 2.4, 1.2, 1.0, 0.7
33) O=C(Nc1nc2ccccc2s1)Nc1ccc([N+](=O)[O-])cc1Cl
    ., -1.0, -3.6, 4.5, 5.7, 1.3, 0.8, 21.9, -2.4
34) O=C(Nc1ncccc1O)c1ccc(Oc2ccccc2)cc1
    3.1, 2.4, -0.2, -5.9, -2.7, 7.8, -2.3, 0.4, 2.4
35) Cc1cc(NC(=O)CCCC(=O)NCc2cccs2)no1
    0.5, -2.6, -4.5, -10.3, 1.4, 0.0, 1.2, 1.8, 1.0
36) CCn1cc(C(=O)O)c(=O)c2cc(F)c(N3CCN(S(=O)(=O)c4ccc5c(c4)OCCO5)CC3)cc21
    1.4, -0.6, 9.8, 1.8, -3.0, -6.4, 1.1, 1.4, 6.5
37) C/C(=N\NC(=S)Nc1ccc(C)cc1)c1cc2ccccc2o1
    -7.3, 0.2, -37.6, 2.9, -17.3, 4.1, 0.8, 70.2*, -4.8
38) O=C(NCc1ccco1)c1cccc(S(=O)(=O)N2CCc3ccccc32)c1
    6.4, 3.0, 0.0, -4.5, -3.5, 0.3, 4.4, -2.3, 2.2
39) CN(C)C(=O)CSc1ncccc1-c1nc2ccccc2[nH]1
    -1.4, 1.0, -5.1, 11.6, 11.2, 5.4, 0.6, 2.4, -2.8
40) c1ccc2cc3[nH]c(CN4CCOCC4)nc3cc2c1
    -0.4, 3.5, 9.5, -1.8, 7.1, 1.0, 0.7, 4.4, -1.6
41) CCOc1ccc(C2C(C#N)=C(N)Oc3nc[nH]c(=O)c32)cc1 (configuration not stated)
    4.2, 5.2, 1.7, -2.0, 5.8, 0.1, 3.1, 2.2, 2.2
42) O=C(NC1CCCCCC1)C1CCN(S(=O)(=O)N2CCC3(CC2)OCCO3)CC1
    5.0, -2.1, 3.0, -1.5, -1.9, -1.2, 1.0, -2.4, -3.2
43) CCOC(=O)C1(Cc2ccccc2C(F)(F)F)CCN(CCCn2cccn2)CC1
    3.3, 4.6, 2.7, -5.6, -2.2, 4.8, -2.1, 0.7, -1.9
44) CC(C)NC(=O)C(=O)Nc1cc2c3c(c1)CCC(=O)N3CCC2
    2.1, -2.9, -5.2, -10.7, 2.5, 3.0, -2.8, 13.4, -1.7
45) Cc1ccc(C)c(NC(=O)CN(C)C(=O)c2ccc(Cl)nc2)c1
    1.7, 0.8, -1.5, -4.4, -3.5, -1.8, -1.1, -0.4, -2.5
46) CSCC(=O)Nc1cc(C)on1
    -3.1, -0.9, -2.7, 2.6, 3.0, -2.3, 1.0, 0.5, -1.4

Screen by screen, as entered above:
Nos. 42–46 in TPT1 inh, in turn: -2.1, 4.6, -2.9, 0.8, -0.9
